Screening data (PubChem BioAssay)
PGC1a acetyl inh: inhibitors of PGC1a acetylation signal, primary screen, cell-based, U2OS, AlphaScreen, inhibitor mode. AlphaScreen anti-acetyl-lysine; with virally co-expressed GCN5 acetyltransferase. inhibition, % at 15.6 µM. 350,000 tested, 0.17% active. AID 651687, 2012;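 active = every replicate shows inhibition of at least 40%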;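 note: 0% = neutral control wells and 100% = positive control wells; some results beyond the cut were filed as inactive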
PglD inh: C. jejuni PglD acetyltransferase inhibitors, primary screen, biochemical, DTNB colorimetric, single point; UDP-N-acetylbacillosamine N-acetyltransferase PglD (Campylobacter jejuni); purified PglD enzyme, DTNB colorimetric CoA detection; inhibition, % at 12.5 µM; 360,000 tested, 0.098% active; AID 602405, 2012; in the data active = inhibition above about 16%, passing the limit was not always enough; note: strong numbers were not always called active
* marks the source's active call; other numbers are inactive results.

cpd	structure	PGC1a acetyl inh	PglD inh
1	COc1ccc(-c2nc(C#N)c(NCc3ccc(C)cc3)o2)cc1OC	-21	-4
2	Cc1nnc(SCc2ccon2)n1-c1ccccc1	13	-4
3	CCn1cc(Br)c(C(=O)NC(C)c2ccccc2)n1 (configuration not stated)	-5	-2
4	CN(C)S(=O)(=O)N1CCN(C(=O)N2CCCCC2)CC1	1	-2
5	O=C(c1cccc(Cl)c1)N1CCN(C2CCCCCC2)CC1	1	-5
6	COCCNC(=O)Cc1cn(C)c2ccccc12	2	6
7	N#CC1=C(SCC(=O)c2ccc(Cl)cc2)NC2=C(C(=O)CCC2)C1c1ccco1 (configuration not stated)	-17	-8
8	CCn1c(SCC(=O)N2CCN(c3ccc(F)cc3)CC2)nnc1-c1ccncc1	3	3

Going on with the list:
cpd	structure	PGC1a acetyl inh	PglD inh
9	COc1cc(OC)cc(-c2nc(-c3ccc(Br)cc3)no2)c1	-5	7
10	Cc1ccc(N2CC(C(=O)NCc3cccnc3)CC2=O)cc1 (configuration not stated)	-18	5
11	COc1ccc2c(CC(=O)N3CCc4ccccc43)coc2c1	-26	0
12	O=C(NCc1ccco1)c1ccc(=O)oc1	5	1
13	COc1ccc(NC(=O)CN(C)C(=O)c2cc3c(s2)CCC3)cc1	4	0
14	CCN(CC)c1ccc(C(NC(C)=O)NC(C)=O)cc1	3	3
15	COc1ccccc1CNC(=O)c1csc(Cc2ccc(Cl)cc2)n1	-36	3
16	COc1ccc(C(=O)Nc2ccc(N3CCOCC3)cc2)cc1OC	4	-2

(further entries)
cpd	structure	PGC1a acetyl inh	PglD inh
17	COc1nc(NCCN2CCOCC2)nc(Nc2ccccc2)n1	1	-1
18	O=C(COc1ncnc2ccc(Br)cc12)NCc1ccc2c(c1)OCO2	40	2
19	Cc1c(C(=O)O)sc2nc(C)n(C)c(=O)c12	6	5
20	O=C(CN1CCCC1)Nc1ccc(NC(=O)Nc2ccccc2)cc1	-21	-3
21	CC(=O)NNC(=O)CCC(=O)Nc1ccccc1	5	2
22	COc1ccc(N2CCN(C(=O)CSc3ccccc3)CC2)cc1	-15	-5
23	O=C1CC(N2CCN(C3CCc4ccccc4C3)CC2)C(=O)N1c1ccccc1 (configuration not stated)	-1	5
24	COc1ccccc1NC(=O)c1nn(-c2ccc(OC(F)(F)F)cc2)ccc1=O	0	8

The list continues.
cpd	structure	PGC1a acetyl inh	PglD inh
25	COc1ccccc1NC(=O)C1CCCN(c2cc(C)nc3ncnn23)C1 (configuration not stated)	5	5
26	CCOC(=O)c1ccccc1NC(=O)N1CCn2c(C)ccc2C1CC (configuration not stated)	8	1
27	CS(=O)(=O)N1CCN(C(=O)c2cc(-c3ccccc3)nc3ccccc23)CC1	2	-6
28	CCSc1nc2sc3c(c2c(=O)n1CC)CC(C)(C)OC3	-7	-6
29	CCCS(=O)(=O)N1CCC(C(=O)NCc2ccco2)CC1	-9	1
30	Cc1noc(C)c1S(=O)(=O)N1CCCC(C(=O)NCCc2ccccc2)C1 (configuration not stated)	7	12
31	O=C(CSc1nnc(-c2ccccc2)o1)NCC1CCCCC1	-15	-7
32	COC(=O)CC1COc2ccccc2N1C(=O)c1ccc(OC)cc1 (configuration not stated)	-10	-3

Carrying on:
cpd	structure	PGC1a acetyl inh	PglD inh
33	CCSc1nnc(NC(=O)CSc2nc3c(c(=O)n2-c2ccccc2OC)SCC3)s1	-3	1
34	O=C(CSc1ncn[nH]1)NCCCc1ccccc1	3	-2
35	COc1cc(C(=O)N2CCN(C(=O)COc3ccc4ccccc4c3)CC2)cc(OC)c1OC	15	0
36	COc1ccc(Cc2c3cc(OC)c(OC)cc3cc[n+]2C)cc1OC	1	8
37	CCCc1ccc(OCc2ccc(C(=O)N/N=C/c3cccc([N+](=O)[O-])c3)o2)c(OC)c1	18	-1
38	CCOc1ccc(S(=O)(=O)NCC(=O)N(C)Cc2cccnc2)cc1	9	4
39	Cn1c(C(=O)NCCC2=CCCCC2)cc2c(=O)n3ccccc3nc21	0	4
40	Cc1nnc(NC(=O)c2cc3n(n2)C(C(F)(F)F)CC(C2CC2)N3)s1 (configuration not stated)	17	1

Continued.
cpd	structure	PGC1a acetyl inh	PglD inh
41	CCOc1ccc(NS(=O)(=O)c2ccc3[nH]cc(C(=O)NCC4CCCO4)c(=O)c3c2)cc1 (configuration not stated)	1	1
42	CCN1CCN(C(c2ccccc2)c2nnnn2CCc2ccc(OC)c(OC)c2)CC1 (configuration not stated)	-4	-1
43	CCSc1nnc(NC(=O)c2cc(C)nc3ccccc23)s1	1	1
44	Cc1ccc(C)c(S(=O)(=O)Nc2ccc3scnc3c2)c1	-10	2
45	O=C(O)C1C2C=CC(C2)C1C(=O)OCC1CCCO1 (configuration not stated)	-6	-2
46	CCSc1nc2sc3c(c2c(=O)[nH]1)CC(C)(CC)OC3 (configuration not stated)	-16	-11
47	C/C(=N\OC(=O)c1ccc(Cl)cc1)c1nccs1	-3	0
48	CCOC(=O)CSc1nc(-c2ccc3c(c2)OCO3)ccc1C#N	-10	0

A section of the results above:
cpd	structure	PGC1a acetyl inh	PglD inh
41	CCOc1ccc(NS(=O)(=O)c2ccc3[nH]cc(C(=O)NCC4CCCO4)c(=O)c3c2)cc1 (configuration not stated)	1	1
42	CCN1CCN(C(c2ccccc2)c2nnnn2CCc2ccc(OC)c(OC)c2)CC1 (configuration not stated)	-4	-1

The listing continues.
cpd	structure	PGC1a acetyl inh	PglD inh
49	COc1ccc(C(=O)N/C(=C\c2cccc3ccccc23)C(=O)NCCc2c[nH]c3ccccc23)cc1OC	-17	4
50	Cc1cccc(Cn2c(C(C)(C)C)cc3cccnc32)c1	-3	7
51	CC(=O)c1cccc(NC(=O)c2ccncc2)c1	49	-1
52	CC12CCC(C(N)=O)(c3nc4ccccc4nc31)C2(C)C (configuration not stated)	7	-4
53	Nc1nonc1-n1nncc1-c1ccccc1	-2	-4
54	CCN(CC)CCn1c(NCc2cccc(OC)c2OC)nc2ccccc21	1	-2
55	Cc1nn(Cc2ccc(Cl)cc2Cl)c(C)c1NC(=O)C1C2CCC(O2)C1C(=O)O (configuration not stated)	9	-1
56	COc1ccccc1-n1cnc2cc(NCc3ccco3)ccc21	0	5

(next part)
cpd	structure	PGC1a acetyl inh	PglD inh
57	O=C(CCCc1ccccc1)NCc1ccccn1	0	-2
58	Cc1ccc(CSc2nnc(-c3cccnc3)o2)cc1	-23	-1
59	COc1ccc(NC(=O)CCN2CCCC(C)C2)cc1 (configuration not stated)	4	-15
60	O=C1c2cccnc2C(O)N1Cc1cccs1 (configuration not stated)	-8	4
61	O=[N+]([O-])/C=C\c1ccc(N2CCCC2)c(F)c1	-31	5
62	Cc1cc(C(=O)CSc2nc(N)cc(N)n2)c(C)n1CCc1ccc(F)cc1	-7	-2
63	O=C1OCCC1Sc1nnc(-c2ccc(Br)cc2)o1 (configuration not stated)	14	34*
64	COC(=O)c1cccc(NS(=O)(=O)c2ccc(OC)c(OC)c2)c1C	6	-6

28 entries from above, ordered by molecular weight, ascending.
cpd	structure	PGC1a acetyl inh	PglD inh
53	Nc1nonc1-n1nncc1-c1ccccc1	-2	-4
61	O=[N+]([O-])/C=C\c1ccc(N2CCCC2)c(F)c1	-31	5
51	CC(=O)c1cccc(NC(=O)c2ccncc2)c1	49	-1
60	O=C1c2cccnc2C(O)N1Cc1cccs1 (configuration not stated)	-8	4
57	O=C(CCCc1ccccc1)NCc1ccccn1	0	-2
45	O=C(O)C1C2C=CC(C2)C1C(=O)OCC1CCCO1 (configuration not stated)	-6	-2
59	COc1ccc(NC(=O)CCN2CCCC(C)C2)cc1 (configuration not stated)	4	-15
50	Cc1cccc(Cn2c(C(C)(C)C)cc3cccnc32)c1	-3	7
52	CC12CCC(C(N)=O)(c3nc4ccccc4nc31)C2(C)C (configuration not stated)	7	-4
58	Cc1ccc(CSc2nnc(-c3cccnc3)o2)cc1	-23	-1
46	CCSc1nc2sc3c(c2c(=O)[nH]1)CC(C)(CC)OC3 (configuration not stated)	-16	-11
44	Cc1ccc(C)c(S(=O)(=O)Nc2ccc3scnc3c2)c1	-10	2
56	COc1ccccc1-n1cnc2cc(NCc3ccco3)ccc21	0	5
43	CCSc1nnc(NC(=O)c2cc(C)nc3ccccc23)s1	1	1
63	O=C1OCCC1Sc1nnc(-c2ccc(Br)cc2)o1 (configuration not stated)	14	34*
48	CCOC(=O)CSc1nc(-c2ccc3c(c2)OCO3)ccc1C#N	-10	0
39	Cn1c(C(=O)NCCC2=CCCCC2)cc2c(=O)n3ccccc3nc21	0	4
36	COc1ccc(Cc2c3cc(OC)c(OC)cc3cc[n+]2C)cc1OC	1	8
38	CCOc1ccc(S(=O)(=O)NCC(=O)N(C)Cc2cccnc2)cc1	9	4
64	COC(=O)c1cccc(NS(=O)(=O)c2ccc(OC)c(OC)c2)c1C	6	-6
40	Cc1nnc(NC(=O)c2cc3n(n2)C(C(F)(F)F)CC(C2CC2)N3)s1 (configuration not stated)	17	1
54	CCN(CC)CCn1c(NCc2cccc(OC)c2OC)nc2ccccc21	1	-2
62	Cc1cc(C(=O)CSc2nc(N)cc(N)n2)c(C)n1CCc1ccc(F)cc1	-7	-2
37	CCCc1ccc(OCc2ccc(C(=O)N/N=C/c3cccc([N+](=O)[O-])c3)o2)c(OC)c1	18	-1
55	Cc1nn(Cc2ccc(Cl)cc2Cl)c(C)c1NC(=O)C1C2CCC(O2)C1C(=O)O (configuration not stated)	9	-1
35	COc1cc(C(=O)N2CCN(C(=O)COc3ccc4ccccc4c3)CC2)cc(OC)c1OC	15	0
41	CCOc1ccc(NS(=O)(=O)c2ccc3[nH]cc(C(=O)NCC4CCCO4)c(=O)c3c2)cc1 (configuration not stated)	1	1
49	COc1ccc(C(=O)N/C(=C\c2cccc3ccccc23)C(=O)NCCc2c[nH]c3ccccc23)cc1OC	-17	4

More records.
item	structure	PGC1a acetyl inh	PglD inh
65	Nc1cc(=O)[nH]c(SCc2ccc(Cl)cc2)n1	1	0
66	CC1CCCN(C(=O)Nc2cccc(NC(=O)N3CCCC(C)C3C)c2)C1C (configuration not stated)	-2	5
67	COC(=O)C1=C(C)Nc2c(c(=O)n(C)c(=O)n2C)C1c1cccnc1 (configuration not stated)	-4	3
68	CC(C)NC(=O)CSc1nnc(-c2ccco2)n1N	10	1
69	O=C(NCC(=O)N(CCN1CCOCC1)C(C(=O)NC1CCCC1)c1cccs1)c1ccco1 (configuration not stated)	-7	5
70	CN1CCN(C(c2ccccc2)c2nnnn2Cc2ccccc2)CC1 (configuration not stated)	-1	3
71	CCOC(=O)c1c(C)n(C)c2ccc(O)c(CN3CCC(C)CC3)c12	-10	-2
72	CCOCCCN1CC(C(=O)NCCc2ccccc2)CC1=O (configuration not stated)	-1	3

New compounds follow.
item	structure	PGC1a acetyl inh	PglD inh
73	Cc1ccc(S(=O)(=O)Cn2nnnc2C(C(C)C)N2CCN(C(=O)c3ccco3)CC2)cc1 (configuration not stated)	-14	13
74	Cc1cccc(NC(=S)N/N=C/c2cccc([N+](=O)[O-])c2)c1	-25	-2
75	CN(CC(=O)Nc1ccc2c(c1)OCCO2)S(=O)(=O)c1ccc(Br)s1	-14	-4
76	COc1ccc(N2CCN(C(c3cc(OC)ccc3OC)c3nnnn3CC3CCCO3)CC2)cc1 (configuration not stated)	-10	-3
77	CCOC(=O)N1CCC(NC(=O)CCC(=O)N2CC(C)Oc3ccc(Cl)cc32)CC1 (configuration not stated)	3	4
78	O=C(C1Cc2ccccc2O1)N1CCCCC1 (configuration not stated)	-3	-1
79	O=[N+]([O-])c1ccc(CN2CCOCCOCCN(Cc3ccc([N+](=O)[O-])cc3)CCOCC2)cc1	9	-7
80	CCN(CC)C(=O)CSC(=Nc1ccccc1F)NC#N	19	5

The list continues.
item	structure	PGC1a acetyl inh	PglD inh
81	CCOCCCNC(=O)CN1C(=O)COc2ccc(S(=O)(=O)N3CCC(C)CC3)cc21	-2	4
82	Cc1ccc2oc(-c3ccco3)nc2c1	4	4
83	CCN(CC)c1nc(C#N)cc(-c2ccc(OC)cc2)n1	-22	15
84	COC(=O)c1ccc(N2C(=O)CC(N3CCN(C(=O)c4ccco4)CC3)C2=O)cc1 (configuration not stated)	-18	0
85	CC(NC(=O)c1ccccc1Br)c1ccc2c(c1)CCCC2 (configuration not stated)	-15	6
86	COC(=O)c1cc(C#N)c(Oc2ccccc2)nc1C	3	-3
87	CCc1ccccc1NC(=O)CCOc1ccccc1	5	-2
88	CCOC(=O)c1[nH]c(C)c(C(=O)Nc2ccc(C)cc2C)c1C	-2	-5

Continued:
item	structure	PGC1a acetyl inh	PglD inh
89	COc1ccc(F)cc1S(=O)(=O)Nc1ccc2c(c1)OCO2	13	4
90	CN(C)S(=O)(=O)c1cccc(NC(=O)COC(=O)CCc2nc3ccccc3s2)c1	-3	-3
91	COCCCNC(=O)C(C#N)c1nc2ccccc2nc1N1CCN(Cc2ccccc2)CC1 (configuration not stated)	11	0
92	CCC1CCCCN1S(=O)(=O)c1ccc(S(=O)(=O)N2CCN(S(=O)(=O)CC)CC2)cc1 (configuration not stated)	1	0
93	CCc1ccccc1NC(=O)c1nnn(CC(=O)Nc2cccc(C)c2C)c1N	3	-3
94	O=C(Cn1ncnn1)OCc1ccccc1Cl	1	-4
95	CCCCNc1cc(C)nc(N2CCOCC2)n1	0	-8
96	CCOC(=O)c1ccc(NC(=O)CSc2nnc(C3CC3)n2C)cc1	-2	6
97	C=CCc1cccc(/C=N/n2c(C)nnc2C)c1O	33	0
98	CC(C)(C)C(=O)CSc1nnc(-c2cccs2)n1CC1CCCO1 (configuration not stated)	-17	1

The list is partial, so the mix of outcomes need not match the whole.
